Bioassay records from PubChem BioAssay.
UPR CHOP act: apoptotic UPR (CHOP) activation; activation, % at 10 µM; 330,000 compounds, 0.34% hits; CHO-CHOP luciferase reporter, luminescence; percent of tunicamycin response over DMSO baseline;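 active = at 10 µM dose, activation of 40% or more, normalized to positive control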;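 note: 100% = tunicamycin at 10 µg/mL and 0% = DMSO alone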
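Material: CHO-CHOP cells, stable luciferase reporter of PERK-eIF2a-CHOP signalling; quantity: 500 reporter cells seeded per well; buffer or medium: F12 medium containing 10% fetal bovine serum; compound: one dose, 10 µM in 0.5% DMSO; incubation: 6 h compound treatment, 37 °C; measured by: Steady-Glo luciferase luminescence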
NALP3 yeast inh: NALP3 inhibition in yeast; AID 2825; inhibition, % at 10 µM; 330,000 compounds, 0.39% hits; Yeast reconstituted NLRP3/ASC/caspase-1, beta-gal luminescence, 24 h;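 active = inhibition of 50% or more; inactive = inhibition below 50%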;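 note: plate controls were induced DMSO wells for no effect and uninduced yeast grown without galactose for full effect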
XBP1 UPR activ: activators of adaptive arm of unfolded protein response (XBP1) | CHO-XBP1 luciferase reporter, IRE1-XBP1 UPR activation, luminescence; percent of tunicamycin response, DMSO as zero | 330,000 compounds, 0.33% hits | activation, % at 20 µM;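 active = versus positive control, 20 µM dose yields 30% or more activation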;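 note: 100% = tunicamycin at 10 µg/mL and 0% = DMSO only wells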
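Material: IRE1-XBP1 luciferase reporter CHO line / Quantity: one thousand reporter cells per well / Buffer or medium: F12 with 10% serum / Compound: 20 µM single concentration, DMSO 1% / Times: 6 h treatment, 37 °C / Detection: Steady-Glo luciferase glow luminescence, 10 min after reagent addition / Benchmarks: tunicamycin high, DMSO low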
NR3A LBD binder: NR3A (human) ligand-binding domain modulation. NR3A LBD differential scanning fluorimetry, Tm shift; 0% = protein alone, 100% = glycine-bound protein. Tm shift relative to glycine control, % at 25 µM. 340,000 compounds, 2.5% hits;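 active = melting temperature shift of at least 10% of the positive control shift, at one fixed dose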
Mdm2-MdmX inh: human Mdm2/MdmX binding inhibition. O15151+Q00987. SaOS-2 split-luciferase Mdm2/MdmX complementation, luminescence. inhibition, % at 8 µM. 330,000 compounds, 3% hits;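 active = inhibition of at least 50% at 8 µM in the primary screen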
Target sequence (O15151 whole entry, looked up): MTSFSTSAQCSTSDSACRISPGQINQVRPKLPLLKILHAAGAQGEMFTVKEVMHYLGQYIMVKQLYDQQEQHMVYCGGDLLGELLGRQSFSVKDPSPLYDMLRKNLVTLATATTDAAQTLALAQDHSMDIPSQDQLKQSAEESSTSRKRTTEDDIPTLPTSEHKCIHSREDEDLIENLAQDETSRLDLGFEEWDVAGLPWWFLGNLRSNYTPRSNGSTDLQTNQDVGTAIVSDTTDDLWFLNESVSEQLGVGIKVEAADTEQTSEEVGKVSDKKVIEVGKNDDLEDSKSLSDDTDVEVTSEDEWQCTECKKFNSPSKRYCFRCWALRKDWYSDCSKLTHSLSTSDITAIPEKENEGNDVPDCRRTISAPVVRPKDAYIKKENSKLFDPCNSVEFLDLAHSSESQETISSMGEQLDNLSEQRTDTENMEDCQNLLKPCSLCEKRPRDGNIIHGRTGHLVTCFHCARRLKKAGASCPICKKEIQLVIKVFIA
Target sequence (Q00987 whole entry, looked up): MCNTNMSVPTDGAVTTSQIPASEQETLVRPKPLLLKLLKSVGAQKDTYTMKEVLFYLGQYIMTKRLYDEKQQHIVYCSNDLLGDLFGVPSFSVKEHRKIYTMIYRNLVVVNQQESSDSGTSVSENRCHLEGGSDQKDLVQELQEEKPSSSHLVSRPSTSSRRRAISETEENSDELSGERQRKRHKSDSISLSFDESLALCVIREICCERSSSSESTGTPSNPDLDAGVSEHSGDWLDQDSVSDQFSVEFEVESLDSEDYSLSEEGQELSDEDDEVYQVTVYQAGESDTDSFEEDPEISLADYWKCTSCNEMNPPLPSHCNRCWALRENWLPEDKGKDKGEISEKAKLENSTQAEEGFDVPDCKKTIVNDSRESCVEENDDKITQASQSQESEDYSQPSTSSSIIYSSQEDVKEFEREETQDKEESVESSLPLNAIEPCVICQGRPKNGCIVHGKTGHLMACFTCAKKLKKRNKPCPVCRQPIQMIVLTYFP
tim23-1 inh: growth inhibitors of tim23-1 mutant yeast; inhibition, % at 20 µM; S. cerevisiae tim23-1 growth, BacTiter-Glo luminescence, 24 h; 330,000 compounds, 1.3% hits;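 active = growth inhibition of the mutant yeast at or above 50%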;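 note: temperature-sensitive mutant grown at 25 °C; plate controls were DMSO-treated mutant yeast for no effect and medium wells lacking yeast for full effect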
APJ ag: APJ receptor agonism. P35414. CHO-K1 APJ PathHunter beta-arrestin, luminescence; 0% DMSO wells, 100% apelin. activation, % at 20 µM. 330,000 compounds, 0.11% hits. AID 2520;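 active = activation more than six SD over the plate average, tested at 20 µM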;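 note: 0% = DMSO alone and 100% = apelin-13 at 10 nM; some results filed as inactive read as strong as hits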
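Test system – PathHunter CHO-K1 APJ (AGTRL-1) beta-arrestin reporter cells · Input – 1000 cells/well · Compound – single test compound dose, 20 µM final, 1% DMSO · Times – compound stimulation 90 min at 25 °C, detection 60 min · Technique – beta-gal luminescence · Read-out basis – APJ–arrestin association signal · Control set – negative DMSO alone, positive Apelin-13 at 10 nM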
tim10-1 inh: growth inhibitors of tim10-1 mutant yeast | S. cerevisiae tim10-1 ts strain growth, BacTiter-Glo, 24 h | inhibition, % at 20 µM | AID 463190 | 330,000 compounds, 2.2% hits;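 active = inhibition of at least 40%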;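 note: mutant grown at 25 °C; 0% = DMSO wells with yeast and 100% = wells holding no yeast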
TIM10 inh: growth inhibitors of TIM10 yeast strain. inhibition, % at 10 µM. 330,000 compounds, 1.4% hits. AID 463195. S. cerevisiae TIM10 strain growth, BacTiter-Glo luminescence, 24 h;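 active = inhibition of 40% or more at the single tested concentration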;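 note: wild-type TIM10 isogenic control strain grown at permissive 25 °C; 0% = DMSO yeast wells and 100% = minimal medium wells without yeast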
Numbers without * were called inactive.

SMILES	UPR CHOP act	NALP3 yeast inh	XBP1 UPR activ	NR3A LBD binder	Mdm2-MdmX inh	tim23-1 inh	APJ ag	tim10-1 inh	TIM10 inh
CCOC(=O)C1CCN(c2c(NCCCN(C)C3CCCCC3)c(=O)c2=O)CC1	0.5	16	-2	4	-1	-16	-3	2	2
CC1CCCN(S(=O)(=O)c2coc(C(N)=O)c2)C1 (stereo not drawn)	-2.1	16	0	-1	8	0	-3	-3	-1
CC(C)Cn1c(SCC(=O)N2CCOCC2)nc2ccccc2c1=O	0.3	8	2	1	1	20	-5	8	8
Cc1nnc(NC(=O)CSc2nnc(C)c(=O)n2N)s1	-0.3	11	-4	-1	11	0	-4	-2	2
CCS(=O)(=O)n1nc(-c2ccco2)nc1N	-1.7	6	0	1	14	-5	-3	-16	-15
O=C(/C=C/c1ccc(Cl)cc1Cl)OCC(=O)N1CCCC1	2.0	-1	1	1	-8	25	-4	4	-6
Cc1ccc(S(=O)(=O)NC(Cc2ccc(Cl)cc2)C(=O)O)cc1 (stereo not drawn)	1.3	6	-3	-1	-28	6	-2	1	8
COc1cc(OC)c2ccc(=O)oc2c1C(CCN1CCCCC1)c1ccc(N(C)C)cc1 (stereo not drawn)	-1.1	3	3	-1	-12	7	-1	1	8
O=C(Nc1ncccc1O)c1cccc(S(=O)(=O)N2CCN(c3ccc(F)cc3)CC2)c1	-0.2	7	-2	1	27	11	-2	24	2
Cc1cccc(NC(=O)CSCC(=O)OCc2ccccn2)c1	0.1	6	-3	7	23	24	7	4	-1
CSc1ccccc1NC(=O)CN(C)CC(=O)c1[nH]c(C)c(C(C)=O)c1C	4.6	13	-2	0	47	7	-1	18	-2
CCSc1nnc(NC(=O)C(C)(C(F)(F)F)C(F)(F)F)s1	-1.3	7	-1	-7	-1	-3	-2	12	-2
CN1CCN(c2nc3ccccn3c(=O)c2/C=C(\C#N)S(=O)(=O)c2ccc(Cl)cc2)CC1	-1.8	20	1	2	2	7	-4	9	1
CCCCCc1nc2sc3c(c2c(=O)n1NC(=O)c1ccc([N+](=O)[O-])cc1)CC(C)(C)OC3	0.9	18	-1	12*	29	30	-2	24	20
COc1ccc(C(=O)N2CCC(C(=O)Nc3cccc(C)c3)CC2)cc1OC	-1.5	14	3	0	-3	-4	-2	-8	2
Cc1ccc(C23CC4CC(CC(NC(=O)NN)(C4)C2)C3)cc1	-1.1	2	-2	2	-7	36	-2	38	24
Cc1c(C)c2ccc(OCC(=O)NCCN3CCOCC3)c(C)c2oc1=O	-2.7	4	0	-1	-17	0	-1	-1	2
COc1ccc(-c2cc3c(=O)n(CC(=O)NCc4ccccc4F)ncn3n2)cc1	3.0	10	5	-17	70*	7	-4	-9	-16
COc1cc(/C=C(/C#N)c2nc3ccccc3[nH]2)ccc1OCC(=O)Nc1ccccc1C	299*	14	116*	-1	100*	36	19	11	16
Cc1cn(S(=O)(=O)c2ccc(Cl)cc2)c(C)n1	-1.3	10	-2	-1	15	6	-4	-2	11

Structures listed above shown as hits in Mdm2-MdmX inh:
compound	NALP3 yeast inh	XBP1 UPR activ	NR3A LBD binder	Mdm2-MdmX inh	APJ ag
COc1ccc(-c2cc3c(=O)n(CC(=O)NCc4ccccc4F)ncn3n2)cc1	10	5	-17	70*	-4
COc1cc(/C=C(/C#N)c2nc3ccccc3[nH]2)ccc1OCC(=O)Nc1ccccc1C	14	116*	-1	100*	19

Returning to the listing, repeating the two entries before the break.
SMILES	UPR CHOP act	NALP3 yeast inh	XBP1 UPR activ	NR3A LBD binder	Mdm2-MdmX inh	tim23-1 inh	APJ ag	tim10-1 inh	TIM10 inh
COc1cc(/C=C(/C#N)c2nc3ccccc3[nH]2)ccc1OCC(=O)Nc1ccccc1C	299*	14	116*	-1	100*	36	19	11	16
Cc1cn(S(=O)(=O)c2ccc(Cl)cc2)c(C)n1	-1.3	10	-2	-1	15	6	-4	-2	11
N#CCC(=O)Nc1ccc(C(=O)NCCc2c[nH]c3ccccc23)cc1	0.4	16	-4	18*	0	-6	2	-1	9
CCn1c(=O)c2ccccc2n2c(SCC(=O)N3CCCc4ccccc43)nnc12	3.2	7	-2	-1	24	11	-1	19	-14
CN(CC(=O)N1CCCCCC1)S(=O)(=O)c1ccc(Br)s1	-1.0	31	0	1	-15	15	-4	15	-1
CCOC(=O)NCc1ccc(Cl)c(Cl)c1	1.5	18	0	1	5	18	6	0	2
Cc1cc(NC(=O)CCC(=O)N(CC(=O)NC2CCCC2)Cc2ccco2)no1	-0.2	4	-3	-1	-12	10	-2	16	-10
CCN1CCc2c(OCC(=O)Nc3cccc(C)c3)cccc2C1=O	0.5	6	-3	0	1	1	1	6	-1
CCCCOc1ccc(C(=O)N/C(=C/c2cccc([N+](=O)[O-])c2)C(=O)O)cc1	0.6	-10	-1	-1	-7	13	-2	2	11
COc1ccc(C(=O)NC2CCCCC2)cc1OC1CCN(C(C)C)CC1	-0.6	13	-1	13*	12	-17	2	-22	-1
COc1cc(/C=N/NC(=O)C2CC(=O)N(c3ccc(C)cc3)C2)cc(OC)c1OC (stereo not drawn)	2.3	5	-1	-2	-3	0	-1	-10	18
CN(CCc1ccccn1)C(=O)CCC1CCCN(C(=O)c2cscn2)C1 (stereo not drawn)	0.8	-4	0	-1	24	0	-4	4	2
Cc1cc(C)c(C2C3=C(Nc4c2c(C)nn4-c2ccccn2)c2ccccc2C3=O)c(C)c1 (stereo not drawn)	1.1	2	5	-6	49	38	-2	31	23
COc1cc(NC(=S)NCc2cccs2)cc(OC)c1	-0.6	9	-5	-1	3	20	-3	37	13
COc1ccc(-c2cn3c(C)c(C(=O)NCCN4CCOCC4)sc3n2)cc1	0.2	11	-2	-1	-25	16	0	8	-4
CCc1nnc(SCC(=O)N2CCCc3ccccc32)nc1CC	0.3	23	3	0	-1	25	-4	21	21
Cc1ccc(C(CC(=O)N2CCNCC2)c2ccccc2)c(O)c1C (stereo not drawn)	-0.8	18	1	0	21	10	-2	-4	9
CC(C)C[C@H]1CN=C(Nc2ccccc2)N1CC(C)C	-0.7	25	1	1	2	-9	-5	14	6
COc1ccc2c(c1O)-c1ccccc1CCN(C)C2	-0.2	14	3	-2	-2	-13	-1	5	-2
CCc1nnc(NC(=O)CSc2nnc(C3CCCCC3)n2-c2ccccc2)s1	-0.2	12	-3	-4	16	-32	-1	31	19
CC(C)(C)c1ccc(N2C(=N)SCC2=O)cc1	1.0	19	-2	2	26	16	-2	20	26
Cn1c(CNC(=O)CNC(=O)Cc2ccc(F)cc2)cc(=O)n(C)c1=O	1.6	10	-9	1	-3	3	-3	12	-5
COc1ccc(NC(=O)NC23CC4(C)CC(C)(CC(C)(C4)C2)C3)cc1	-1.0	8	3	3	25	15	2	7	19
O=C(Nc1ccc(N2CCOCC2)cc1)c1cc2ccccc2o1	-1.0	23	2	-3	-150	1	-1	-20	0
CCOC(=O)c1c(N2C(=O)C3CC(C)=C(C)CC3C2=O)sc(C)c1C (stereo not drawn)	-1.5	5	-2	0	-9	40	0	40*	12
CCn1c(-c2cccnc2Cl)nc2cc(C)c(C)cc21	-2.9	8	1	-2	8	27	-1	32	-11
CS(=O)(=O)N1CCN(c2ccc([N+](=O)[O-])c3cccnc23)CC1	3.0	18	-2	2	-16	12	0	-7	-6
CC(C)CCNC(=O)C1CC2Cn3c(nc4cc(Cl)c(Cl)cc43)C2N1C (stereo not drawn)	-1.5	19	-3	1	10	28	0	21	16
C[C@@H]1CN([C@H](C)CO)C(=O)c2cc(NC(=O)C3CCCCC3)ccc2O[C@@H]1CN(C)Cc1ccncc1	-0.7	4	-1	1	21	10	-3	-12	1
Cc1c(Cl)cccc1NC(=S)/C(=C(\[O-])c1ccc(Cl)s1)[n+]1ccccc1	2.8	18	0	2	6	42	1	47*	19
CCOc1ccc(C(C)NC(=S)NC2CCCCC2)cc1 (stereo not drawn)	-1.1	34	-5	0	13	18	-3	0	6
CCN1CCN(CCCNc2ncnc3nc[nH]c23)CC1	1.0	15	-1	1	-34	-97	-3	-53	-53
O=C(c1c[nH]c2ccc(F)cc2c1=O)N1CCCCCC1	-1.1	3	2	0	-28	13	6	3	12
CC(/C=N/NC(=O)c1cc(-c2ccc(Cl)cc2)nc2ccccc12)=C\c1ccco1	0.0	-7	22	6	66*	8	-4	36	32
COc1cc2[nH]c(=O)n(Cc3ccc(C(=O)NCCCN4CCC(C)CC4)cc3)c(=O)c2cc1OC	-0.5	4	3	0	-2	-5	-1	4	11
Cc1ccc(NC(=O)[C@H](Cc2ccccc2)NC(=O)C2CCNCC2)cc1	-0.8	4	-4	0	6	-4	-4	-10	-2
CC(=O)c1ccc(Nc2cc(C)nc3c(C)cc(C)cc23)cc1	2.0	0	2	1	64*	-2	-3	2	13
O=C(CN1C2CCCC1CC(NC(=O)C1CCCCC1)C2)Nc1ccccc1 (stereo not drawn)	0.0	6	4	-2	5	7	-3	2	5
CCc1ccc(-n2nc3cc(C)c(N)cc3n2)cc1	0.5	24	-4	3	-95	24	4	24	13
CC1(C)Cc2c(c(-c3ccco3)[nH]c(=O)c2C#N)CO1	3.3	2	0	-1	5	3	4	10	-13
CCn1c(=O)cc(OCC(=O)NCc2ccco2)c2ccccc21	0.3	7	1	-5	29	-9	-1	15	-10
N#C/C(=C\c1cccnc1)C(=O)Nc1cccc2ccccc12	1.1	11	-2	3	-19	77*	5	61*	60*
CC(=O)c1ccccc1C(=O)NCc1cccnc1	-0.5	10	-1	-4	0	6	-4	-7	-13
O=S(=O)(c1cccc(-c2n[nH]c(=S)n2-c2cccc(C(F)(F)F)c2)c1)N1CCOCC1	-0.7	14	-2	3	8	2	-1	-5	5
CSc1cccc(NC(=O)CN(C)S(=O)(=O)c2cnc[nH]2)c1	1.6	10	-2	-1	5	-3	-2	7	-9
Cc1cc(C)cc(NC(=O)NCC(O)COc2ccc([N+](=O)[O-])cc2)c1 (stereo not drawn)	1.4	18	1	2	22	-18	-4	-20	-17
CCOC(=O)c1[nH]c2ccc(F)cc2c1NC(=O)CCN1CCOCC1	1.0	-12	1	0	-16	-14	-3	11	15
CCN(CCCNC(=O)C1CCN(S(=O)(=O)CC)CC1)c1ccccc1	-0.8	-3	-3	1	-3	14	4	8	5
Cc1cc(C)cc(NC(=O)CSc2ccccc2)c1	-0.3	26	-2	1	-29	14	0	13	6
CCSc1nnc(NC(=O)NC(C)(C(F)(F)F)C(F)(F)F)s1	1.0	12	-1	-9	-5	12	-1	10	17
CSc1ccccc1NC(=O)CN(C)Cc1ccc(Br)cc1	2.1	0	1	5	12	23	0	18	19
COc1ccc(S(=O)(=O)Nc2ccc(F)cc2F)cc1C(=O)N1CCOCC1	1.3	3	6	0	6	6	-2	-11	4
Clc1ccc(C2=NNC(=NCc3ccccc3)SC2)cc1	0.1	8	-1	-1	-11	11	-4	12	10
